From PubChem BioAssay
NCI-60 one-dose screen, 48 h, at 10 µM unless noted. Numbers give growth in % (100 = growth as untreated, 0 = no growth, -100 = all killed).
IGROV1 – IGROV1 ovarian cancer | 79,000 compounds, 4.7% hits | AID 1794786
NCI-H23 – NCI-H23 lung cancer. AID 1794731. 80,000 compounds, 4% hits
SK-OV-3 – SK-OV-3 ovarian cancer cells. 80,000 compounds, 3.2% hits. AID 1794785
NCI-H522 – NCI-H522 lung cancer; 78,000 compounds, 8% hits
NCI-H226 – NCI-H226 lung cancer. 79,000 compounds, 3.5% hits
NCI-H460 – NCI-H460 lung cancer | 82,000 compounds, 6.8% hits
NCI/ADR-RES – NCI/ADR-RES ovarian cells. 81,000 compounds, 4.4% hits. AID 1794790
OVCAR-4 – OVCAR-4 ovarian cancer cells | 80,000 compounds, 3.7% hits | AID 1794784
NCI-H322M – NCI-H322M lung cancer; 80,000 compounds, 2.7% hits; AID 1794733
Starred values were filed as active, the others as inactive; · = no result given; & = joins results of further samples. The calls were made as follows: active = growth percent below 10; inactive = the rest. Compounds as they come (roughly 11% active in at least one column).

SMILES	IGROV1	NCI-H23	SK-OV-3	NCI-H522	NCI-H226	NCI-H460	NCI/ADR-RES	OVCAR-4	NCI-H322M
COc1ccc2[nH]c3c(=O)sc(C(=O)O)cc3c2c1	109	110	·	106	95	110	109	106	108
CCC(c1ccc(OC)cc1)C(CC)c1ccc(C(O)CN2CCCCC2)cc1 (stereo unspecified)	96	66	87	82	·	86	81	81	101
O=C(N/N=C\c1cc(Cl)ccc1O)N/N=C/c1cc(Cl)ccc1O	49	46	74	14	73	16	16	·	75
O=C(N/N=C/c1c(Cl)cccc1Cl)c1ccccc1Nc1cccc(C(F)(F)F)c1	75	102	107	85	99	89	100	99	·
O=C1/C(=C/c2cccc(Br)c2)COc2ccc(O)c(O)c21	-44*	17	63	-68*	83	5.9*	7.2*	0.2*	26
Cc1ccccc1/C=C/c1nn2c(-c3ccoc3C)nnc2s1	107	98	118	92	100	102	94	100	99
CC(=O)Nc1ccc(C(=O)NC(=S)Nc2ccc(C(=O)NO)cc2)cc1	102	104	109	100	94	108	109	99	104
NS(=O)(=O)c1ccc(CN2C(=O)c3ccc(C(=O)O)cc3C2=O)cc1	105	96	104	90	95	109	98	103	99
C=CC(=O)N[C@H](/C=C/C(=O)O)Cc1ccc(-c2cc(Cl)cc(Cl)c2)cc1	107	95	88	64	88	105	83	100	99
COc1ccc(-c2cc(Cc3ccc(O)c(OC)c3)c(=O)[nH]n2)cc1	90	95	87	74	88	103	94	93	90
CCOC(=O)c1ccc2nc(-c3c(C)nn(-c4ccccc4)c3N3CCCCC3)[nH]c2c1	99	100	116	·	91	95	94	81	104
COc1ccccc1/C=C1\Cc2ccccc2C1=O	71	80	82	76	79	86	82	90	89
CCN(CC)CC(=O)Nc1cccc(C(=O)OC(C)C)c1	104	92	101	66	97	112	97	103	97
Cc1cc2nnn(Cc3cccc(NC(=O)CCCC(=O)O)c3)c2cc1C	104	96	93	95	105	106	108	103	101
Brc1cc(C2CCCCC2)ccc1OCCCN1CCOCC1	104	88	104	90	92	100	88	94	88
CC(=O)Nc1ccc(C(=O)N/N=C/c2ccc(O)cc2)cc1	101	102	97	122	97	108	107	115	105
O=C(NS(=O)(=O)c1ccc2ccccc2c1)n1ccc2cc(Br)cnc21	104	99	104	88	100	120	108	·	97
CC(C)(C)CC(C)(C)c1ccc(C(=O)O)cc1	102	99	106	99	93	107	100	104	93
OC(COc1ccccc1)CN1CCN(c2ccccc2)CC1 (stereo unspecified)	111	109	108	102	108	100	106	111	110
COc1ccc2nc3cc(Cl)ccc3c(NCCNc3c4ccc(Cl)cc4nc4ccc(OC)cc34)c2c1	-79*	-73*	-96*	-91*	-55*	-69*	-53*	-44*	-87*
CC(=O)c1ccc(CCc2ccc(C(C)=O)cc2)cc1	118	97	122	84	104	113	100	102	104
Oc1ccccc1/C=N/N=C/c1c(O)ccc2ccccc12	48	82	91	84	91	88	93	85	107
CC1(C)N=C(N)N=C(N)N1c1ccc(Cl)c(Cl)c1	41	19	40	45	52	17	·	54	53
COc1cc2c3cc(C(=O)O)sc(=O)c3n(C)c2cc1OC	88	93	87	90	·	99	93	93	105
O=C1CC(c2ccccc2)=NN1c1ccccc1	132	90	118	89	115	111	109	107	125

Brought forward from above: 4 entries; new compounds follow.
SMILES	IGROV1	NCI-H23	SK-OV-3	NCI-H522	NCI-H226	NCI-H460	NCI/ADR-RES	OVCAR-4	NCI-H322M
Oc1ccccc1/C=N/N=C/c1c(O)ccc2ccccc12	48	82	91	84	91	88	93	85	107
CC1(C)N=C(N)N=C(N)N1c1ccc(Cl)c(Cl)c1	41	19	40	45	52	17	·	54	53
COc1cc2c3cc(C(=O)O)sc(=O)c3n(C)c2cc1OC	88	93	87	90	·	99	93	93	105
O=C1CC(c2ccccc2)=NN1c1ccccc1	132	90	118	89	115	111	109	107	125
CCOC(=O)/C=C/c1ccc([N+](=O)[O-])cc1	105&108	100&112	107&133	103&103	105&105	97&103	105&103	104&101	95&95
CCCCc1c(Nn2cnnn2)no[n+]1[O-]	36	56	89	-22*	82	36	58	55	67
O=C(CCl)N(O)c1ccc(/C=C/c2ccccc2)cc1	62&71	74&71	105&101	30&62	57	73&85	89&86	95&103	92&99
COc1cc2oc(-c3cccc(NC(=O)[C@H](CC(C)C)NC(=O)OC(C)(C)C)c3)cc(=O)c2c(OC)c1OC	87	91	125	87	82	96	79	87	91
CO[C@@H]1C=C2[C@H]3CC(C)(C)C(=O)C[C@]3(C(=O)O[C@@H]3O[C@H](CO[C@@H]4O[C@H](CO)[C@@H](OC5OC(C)C(O)C(O)C5O)[C@H](O)[C@H]4O)[C@@H](O)[C@H](O)[C@H]3O)CC[C@@]2(C)[C@]2(C)CC[C@H]3C(C)(C)C(=O)CC[C@]3(C)[C@@H]12 (stereo partly specified)	91	79	93	76	74	100	88	86	101
Cc1ccc(S(=O)(=O)c2ccc(C)c([N+](=O)[O-])c2)cc1[N+](=O)[O-]	114	98	102	92	92	109	89	104	103
CC(=O)CC(=O)Nc1cccc2ccccc12	110	99	104	90	108	102	108	103	101
c1ccc(Sc2nnc(-c3ccccc3)o2)cc1	92	92	·	77	96	101	103	94	·
COc1ccc(C/C(=C(\C)c2ccc(OCCN3CCCC3)cc2)c2ccc(OCCN3CCCC3)cc2)cc1	64	84	91	57	84	6.7*	78	81	82
CCCCCCCCCCC(CN(C)C)C(=O)c1ccccc1 (stereo unspecified)	74	89	97	57	82	97	81	84	89
Cc1ccc(NC(=O)Nc2cc(C(F)(F)F)cc(C(F)(F)F)c2)c(C(=O)O)c1	99	95	94	86	88	100	93	90	97
CC(Sc1nncn1-c1ccccc1)C(=O)Nc1cccc(Cl)c1 (stereo unspecified)	44	97	103	90	80	105	85	97	90
CCC(=O)Oc1ccc(/C(=C(/CC)c2ccccc2)c2ccc(OCCN3CCCCC3)cc2)cc1	109	104	91	104	92	106	102	104	103
Cc1cc(Cl)ccc1NCN1C(=O)c2ccccc2C1=O	90	107	103	72	97	105	107	109	89
COc1ccc(C2=NN(c3ccc(S(N)(=O)=O)cc3)C(c3cn(-c4ccccc4)nc3-c3ccc(Cl)cc3)C2)cc1 (stereo unspecified)	105	94	98	71	101	89	90	107	94
Nc1nn2c(-c3cc4cc(Br)ccc4oc3=O)ccnc2c1N=Nc1ccc(S(N)(=O)=O)cc1	93	51	59	93	78	52	103	100	78
O=C1NCCN1Cc1ccccc1	·	106	110	83	110	114	115	101	111
ClCCCN1CCCCC1	121	103	112	·	124	111	104	·	138
CCC1(c2ccccc2)NC(=O)N(CC(=O)NCC(=O)Nc2ccc(Br)cc2C)C1=O (stereo unspecified)	114	92	105	96	96	115	100	101	94
Cc1ccccc1C(OCCN(C)C)c1ccccc1 (stereo unspecified)	103&109	103&92	107&106	88&98	100&97	116&104	98&92	95&109	98&100
COc1ccc(-c2n[nH]nc2-c2csc3ccccc23)cc1OC	49	35	14	7.1*	67	16	13	49	52
CCCCOC(=O)c1ccccc1Cl	85	108	126	111	101	115	107	105	99
CCOC(=O)/C(C#N)=C\c1ccc(OCC)c(OCC)c1	110	103	108	101	101	106	106	109	107
CCc1ccc2c(c1)CCC2	110	107	93	94	110	·	117	101	106
CC(=O)OCCC/C(=C/c1cc2ccccc2c2ccccc12)[N+](=O)[O-]	·	-77*	45	-60*	-52*	-19*	-29*	0.5*	58

Next section; the last 4 above are carried over.
SMILES	IGROV1	NCI-H23	SK-OV-3	NCI-H522	NCI-H226	NCI-H460	NCI/ADR-RES	OVCAR-4	NCI-H322M
CCCCOC(=O)c1ccccc1Cl	85	108	126	111	101	115	107	105	99
CCOC(=O)/C(C#N)=C\c1ccc(OCC)c(OCC)c1	110	103	108	101	101	106	106	109	107
CCc1ccc2c(c1)CCC2	110	107	93	94	110	·	117	101	106
CC(=O)OCCC/C(=C/c1cc2ccccc2c2ccccc12)[N+](=O)[O-]	·	-77*	45	-60*	-52*	-19*	-29*	0.5*	58
COc1cc(-c2noc(C(Cc3ccccc3)NC(=O)OCc3ccccc3)n2)cc(OC)c1OC (stereo unspecified)	66	87	99	78	86	93	92	77	87
CCCCCCCCCCCCCCCc1ccc(C(=O)C[n+]2ccccc2)cc1	·	-62*	-51*	-90*	-6.5*	-81*	-22*	35	·
O=S(=O)(NCCNc1nccc(-c2c(-c3ccc(F)c(O)c3)nc3occn23)n1)c1ccc(Cl)cc1	87	80	87	77	102	77	102	109	97
O=S(=O)(OCCCCCCOS(=O)(=O)c1ccc(F)cc1)c1ccc(F)cc1	75	97	85	58	95	48	83	95	91
CC1CC(C(C)(C)C)C(=O)C(C(C)(C)C)C1 (stereo unspecified)	126	109	105	91	99	108	114	119	107
NC(N)=NS(=O)(=O)c1ccc(N=Nc2c(N)[nH][nH]c2=O)cc1	108	104	105	108	102	108	103	106	99
Cc1cc2c(C(C)C)c(O)c(O)c(C=NC3CCCCC3)c2c(O)c1-c1c(C)cc2c(C(C)C)c(O)c(O)c(C=NC3CCCCC3)c2c1O	100	99	101	102	101	104	97	98	94
COc1cc2c(cc1I)-c1c(cc(OC)c(OC)c1OC)CC[C@@H]2NC(C)=O	10.0*	4.9*	10	-22*	34	1.4*	-19*	41	62
CC(C)C(=O)c1ccc(O)c(O)c1	·	134	107	68	107	94	131	97	116
COCCOCCOCc1cc2c(cc1Br)OCO2	94	93	102	83	100	109	98	99	95
COc1cc(-c2nc(C(=O)NCCCCC(=O)NO)nn2-c2ccc(Cl)cc2)cc(OC)c1OC	89	102	94	56	100	114	107	122	94
COC(=O)C(O)C(Cc1ccccc1)NC(=O)c1[nH]c2ccccc2c(=O)c1C (stereo unspecified)	97	91	101	91	88	103	102	107	101
O=C(Nc1ccc(-c2nc(-c3cccc(O)c3)c(-c3ccnc(Br)c3)[nH]2)cc1)Oc1ccccc1	99	95	106	84	96	99	102	101	91
Cc1ccc(C(=O)Nc2cccc(C(F)(F)F)c2)cc1Nc1nc(-c2cnccn2)nc2c1cnn2C	53	·	98	73	72	70	76	84	73
CNc1nc(=O)n(C2CCCO2)cc1C (stereo unspecified)	122	107	113	100	97	105	110	103	110
C=C(CO)[C@@H]1CC[C@]2(COC3CCCCO3)CC[C@]3(C)[C@H](CC[C@@H]4[C@@]5(C)C=C(C=O)C(=O)C(C)(C)[C@@H]5CC[C@]43C)[C@@H]12 (stereo partly specified)	-79*	-64*	-96*	-81*	-54*	-73*	-38*	-64*	-23*
COc1cc(Nc2ncccc2NC(=O)c2cn(Cc3ccc(F)cc3)nn2)cc(OC)c1OC	112	91	115	104	102	104	98	107	101

Some of the entries above in another layout.
> NC(N)=NS(=O)(=O)c1ccc(N=Nc2c(N)[nH][nH]c2=O)cc1
  IGROV1: 108
  NCI-H23: 104
  SK-OV-3: 105
  NCI-H522: 108
  NCI-H226: 102
  NCI-H460: 108
  NCI/ADR-RES: 103
  OVCAR-4: 106
  NCI-H322M: 99

> Cc1cc2c(C(C)C)c(O)c(O)c(C=NC3CCCCC3)c2c(O)c1-c1c(C)cc2c(C(C)C)c(O)c(O)c(C=NC3CCCCC3)c2c1O
  IGROV1: 100
  NCI-H23: 99
  SK-OV-3: 101
  NCI-H522: 102
  NCI-H226: 101
  NCI-H460: 104
  NCI/ADR-RES: 97
  OVCAR-4: 98
  NCI-H322M: 94

Two of the compounds above, as comma-separated lines:
SMILES,IGROV1,NCI-H23,SK-OV-3,NCI-H522,NCI-H226,NCI-H460,NCI/ADR-RES,OVCAR-4,NCI-H322M
O=S(=O)(NCCNc1nccc(-c2c(-c3ccc(F)c(O)c3)nc3occn23)n1)c1ccc(Cl)cc1,87,80,87,77,102,77,102,109,97
O=S(=O)(OCCCCCCOS(=O)(=O)c1ccc(F)cc1)c1ccc(F)cc1,75,97,85,58,95,48,83,95,91
